FXIa mix inh = inhibitors of human coagulation factor XIa, pooled mixtures; inhibition, % at 5 µM; purified FXIa, fluorogenic substrate; P03951; actives 0.19% (n = 62,000);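 note: each value is inhibition by a whole ten-compound pool holding the compound; 0% = enzyme with no mixture and 100% = wells lacking enzyme; strong numbers were not always called active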
CatL inh = blocks human cathepsin L protease activity; inhibition, %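 (tested at 10 µM)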; purified cathepsin L, fluorogenic substrate, fluorescence; actives 0.17% (n = 58,000); AID 460; in the data active = inhibition above about 45%;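 note: 0% = enzyme with no compound and 100% = no enzyme blank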
Target sequence (P07711 114-288 limits assumed): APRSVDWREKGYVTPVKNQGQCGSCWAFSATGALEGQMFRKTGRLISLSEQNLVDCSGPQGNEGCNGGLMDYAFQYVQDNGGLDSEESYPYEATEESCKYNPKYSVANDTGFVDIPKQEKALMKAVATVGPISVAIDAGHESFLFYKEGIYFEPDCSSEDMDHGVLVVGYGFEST
Target sequence (P07711 292-333 limits assumed): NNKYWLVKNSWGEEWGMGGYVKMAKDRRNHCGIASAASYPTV
C1s block = blocks human complement C1s protease activity; purified C1s, fluorogenic AMC substrate, pooled mixtures; mean inhibition % of two 10-compound mixtures (stronger effect = higher value), % at 5 µM (by protocol); actives 0.16% (n = 62,000);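 active = inhibition above 20% in each of the two 10-compound mixture wells holding the compound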;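 note: 0% = enzyme wells lacking compound mixture and 100% = no-enzyme blank wells; some compounds called inactive have numbers as strong as hits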
DUSP1 inh = human dual specificity phosphatase 1 inhibition | P28562 | recombinant MKP-1, OMFP hydrolysis fluorescence | inhibition, %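 (compounds tested at a single concentration somewhere between 10 and 100 µM)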 | actives 0.15% (n = 65,000);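 active = inhibition above about 50%, limit read from the data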;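 note: 0% = DMSO max control wells and 100% = wells with enzyme stopped by NaOH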
Cdc25B block = human M-phase inducer phosphatase 2 inhibition | AID 368 | P30305 | actives 0.1% (n = 65,000) | recombinant Cdc25B, OMFP fluorescence Ex485/Em525 | inhibition, %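 (compounds tested at 10 µM final in the well)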; in the data active = inhibition above about 50%
Target sequence (P30305 whole entry, looked up): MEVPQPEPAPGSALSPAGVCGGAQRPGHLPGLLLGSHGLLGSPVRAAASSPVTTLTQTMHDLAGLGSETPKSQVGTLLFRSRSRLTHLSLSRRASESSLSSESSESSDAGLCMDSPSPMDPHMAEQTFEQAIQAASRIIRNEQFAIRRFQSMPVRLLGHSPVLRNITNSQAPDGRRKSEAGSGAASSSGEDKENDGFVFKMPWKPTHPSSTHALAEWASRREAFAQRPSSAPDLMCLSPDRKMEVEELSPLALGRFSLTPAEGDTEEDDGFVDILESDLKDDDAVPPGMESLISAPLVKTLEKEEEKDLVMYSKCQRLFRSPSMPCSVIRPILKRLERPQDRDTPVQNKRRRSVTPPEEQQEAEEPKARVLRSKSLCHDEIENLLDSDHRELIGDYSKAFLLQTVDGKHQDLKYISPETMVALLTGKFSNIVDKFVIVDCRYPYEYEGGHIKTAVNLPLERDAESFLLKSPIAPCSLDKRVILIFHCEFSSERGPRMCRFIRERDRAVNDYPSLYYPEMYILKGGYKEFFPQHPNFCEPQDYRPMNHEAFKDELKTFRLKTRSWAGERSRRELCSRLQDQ
HTR1A agonist = agonists of human 5-HT1a serotonin receptor; P08908; CHO 5-HT1a Ga15 NFAT-bla reporter, FRET ratio; 0% basal, 100% maximal reference agonist; activation, % at 10 µM; actives 0.56% (n = 65,000); AID 567;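 active = activation above the screen-wide mean activation plus 3 SD, cut at about 19% in these data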;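 note: 0% = DMSO wells and 100% = 5-CT at EC100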
Cathepsin G inh = cathepsin G (human) inhibition | purified enzyme, AMC-tetrapeptide fluorescence, pooled mixtures | actives 0.2% (n = 62,000) | P08311 | inhibition, % at 5 µM (by protocol);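 active = inhibition above 20% in each of the two mixture wells holding the compound; inactive = inhibition of 20% or less in either well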;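 note: 0% = enzyme control without mixture and 100% = blank lacking enzyme; strong numbers were not always called active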
Target sequence (P08311 21-244 limits assumed): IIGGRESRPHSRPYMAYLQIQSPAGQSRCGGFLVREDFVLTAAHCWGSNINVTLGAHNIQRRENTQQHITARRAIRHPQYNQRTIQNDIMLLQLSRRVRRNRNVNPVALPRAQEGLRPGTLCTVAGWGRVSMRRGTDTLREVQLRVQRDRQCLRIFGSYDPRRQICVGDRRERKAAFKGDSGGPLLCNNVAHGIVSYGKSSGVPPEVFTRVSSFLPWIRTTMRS
FXIIa inh mix = inhibitors of human coagulation factor XIIa, pooled mixtures | P00748 | purified FXIIa, fluorogenic substrate | inhibition, % at 5 µM | actives 0.2% (n = 62,000) | AID 684;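 note: 0% = enzyme without compound and 100% = no enzyme blank; some results filed as inactive read as strong as hits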
Hsp90 inh = displaces geldanamycin probe from tumor Hsp90 | P07900 | NCI-N417 lysate Hsp90, Cy3B-geldanamycin FP displacement | inhibition, % at 30 µM | actives 0.35% (n = 64,000) | AID 429;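 active = inhibition above 50%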;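 note: 0% = tracer plus lysate wells and 100% = tracer alone without lysate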
* = called active by the depositor; · = no result given; & = joins results of further samples. Cut-off read from the data, not from the text of the source, unless noted: active = inhibition above about 20% (passing the limit was not always enough); inactive = the rest.

Below each SMILES: C1s block, Cdc25B block, CatL inh, HTR1A agonist, FXIa mix inh, Hsp90 inh, Cathepsin G inh, DUSP1 inh, FXIIa inh mix
CC(=O)N1CCc2cc(C(=O)CN3CCN(c4ccccc4F)CC3)ccc21
 : 35, -6, -9, -0.2, 4, -7, 8, 12, 2
CCOc1cc(C2NC(=O)NC(C)=C2C(=O)OC(C)CC)cc(Br)c1O (configuration not stated)
 : 11, 0, 8, 1.2, 10, ·, 7, 10, -1
CC1(C)OC(=O)C(=CNc2ncccn2)C(=O)O1
 : -19, -14, 1, -4.8, 2, 2, 10, -15, -16
O=C1CN2C(=N1)N(Cc1ccccc1)c1ccccc12
 : -6, -10, 2, 2.5, -2, 0, 0, -1, 0
O=C(CCn1c(=S)[nH]c2ccccc2c1=O)N1CCOCC1
 : 0, -4, ·, 0.2, 4, 1, -3, 0, 8
C=CCN1CCN(C(c2cc(OC)ccc2OC)c2nnnn2CC2CCCO2)CC1 (configuration not stated)
 : -8, -18, 10, -2.8, 4, -4, 8, 17, 8
Cc1ccc2[nH]c3c(NCCCN4CCCC4=O)ncnc3c2c1
 : -5, 5, -9, -1.2, 8, -6, 0, -9, 22
Cc1c(C2Nc3ccccc3NC3=C2C(=O)CC(C)(C)C3)cnn1C (configuration not stated)
 : -22, 15, -1, -0.5, 5, -2&3, 8, -25, 1
CCCCNC(=O)Cn1cnc2c(cnn2-c2ccc(C)c(C)c2)c1=O
 : -9, -4, -12, -0.3, 0, 2, -5, -10, 1
O=C(O)CCNc1cc2ccccc2cc1C(=O)O
 : -5, 26, -4, -3.6, 2, -1, -5, 11, 0
Cc1ccc(S(=O)(=O)CCC(=O)Nc2ccc3c(c2)OCO3)cc1
 : 3, 23, 8, -0.3, 6, -1, 9, -3, 15
Cc1c(/C(O)=C2/C(=O)C(=O)N(Cc3cccnc3)C2c2cccs2)cnn1-c1ccccc1 (configuration not stated)
 : -4, -7, 14, -1.9, -2, -4, 8, 7, 0
O=C(Nc1cc(C(F)(F)F)ccc1N1CCOCC1)c1cncc(Br)c1
 : 2, -12, 4, 0.8, 3, -1, 7, -6, 7
COC(=O)c1ccccc1NC(=O)CSc1nnc(COc2cccc(OC)c2)n1C
 : -5, 5, 13, -0.6, 2, -4, -1, 24, -21
CCOC(=O)Cn1c2ccccc2c2nc3ccccc3nc21
 : 12, -10, -12, -1.6, -1, -3, 13, 13, 5
CC(C)C(C(=O)Nc1ccc2c(c1)OCCO2)N1C(=O)c2ccccc2C1=O (configuration not stated)
 : 3, -7, 1, 0.9, 5, -4, -9, -3, 9
O=C(Cn1ncc2c(=O)oc3ccccc3c21)N1CCCc2ccccc21
 : -5, 3, 1, 2.0, 2, 1, -1, 5, 1
CCOc1cc2[nH]c(=O)n(CCCN3CCCC3=O)c(=O)c2cc1OCC
 : -10, -9, 12, -1.9, -2, 0, -3, -4, -15
CC(=O)c1c(C(C)=O)c(C)n(NC(=O)c2ccccc2O)c1C
 : -32, 4, -7, -2.2, 0, 2, -1, -9, 2
Cc1nc(Cc2nnc(SCc3nc(N)nc(Nc4ccccc4C)n3)o2)cs1
 : 4, -7, -3, -2.5, 7, ·, -2, 13, 9
CCOC(=O)CN1CC23C=CC(O2)C(C(=O)NC2CCCCCC2)C3C1=O (configuration not stated)
 : -29, -7, ·, 0.2, 7, 0, -6, 10, -5
CCN(CC)CCC(=O)NC(C)(C)Cc1ccc(O)cc1
 : -6, -8, 9, -1.0, 3, 0, 5, -22, 7
Cc1nnc2n(-c3ccccc3)c(=O)c3c4c(sc3n12)CC(C)CC4 (configuration not stated)
 : ·, -26, 14, 1.6, ·, 2, ·, -12, ·
C=CCNc1nc(NC(C)(C)CO)nc(OCC)n1
 : 0, 4, 7, -3.5, -1, 3, -2, 1, 4
Cc1ccc(C(c2nnnn2CCC(C)C)N2CCN(C)CC2)cc1 (configuration not stated)
 : -10, -1, -4, 1.4, 3, 2, 1, -6, -13
COC(=O)c1cccc(NC(=O)CSc2nc(C)cc(=O)[nH]2)c1
 : 7, -2, ·, 0.9, -1, -5, 11, 12, 10
CCCC1C(C#N)=C(N)Oc2cc(C)n(C)c(=O)c21 (configuration not stated)
 : -28, -1, -17, 1.1, -9, -6, -10, -10, -7
CCOC(=O)c1ccc(Oc2nc(NC)nc(OC)n2)cc1
 : 17, -17, 11, 0.3, 7, -1, 7, -1, 11
Cc1ccc(-c2noc(CCC(=O)NCc3ccc4c(c3)OCO4)n2)cc1
 : -40, 1, 18, -5.1, -2, -2, 4, 1, 0
CCn1cc(C(=O)Nc2cc3c(cc2NC(C)=O)OCCO3)c(=O)c2ccc(C)nc21
 : -1, -22, -3, -2.1, 6, -1, 3, -4, 1
COc1c2c(nc3occc13)C(CCC(C)(C)O)(OC)C(O)CC2 (configuration not stated)
 : ·, -10, ·, -1.7, ·, -4, ·, -6, ·
O=C(Nc1ccc2oc(-c3ccccc3F)nc2c1)c1cncc(Br)c1
 : -1, 0, 11, 1.2, 2, -9, 9, 17, 1
Cc1cc(C)n(-c2nc3ccccc3nc2N2CCCCCC2)n1
 : -16, -30, -6, 4.3, -3, 2, -3, 23, 4
c1nnc2c3c4c(sc3ncn12)CCCC4
 : -3, -9, 36, -2.3, 28, 0, 32, -4, 3
Cc1nn2c3cc(N4CCOCC4)ccc3nc2c2ccccc12
 : ·, 3, ·, 1.1, ·, 11, ·, 12, ·
COc1ccc(N2CCN(C(=O)CSc3nnc4nc(C)cc(C)n34)CC2)cc1
 : -44, -9, 12, -2.5, -13, -3, -6, 9, 4
CC1CCCN(CC(=O)Nc2ccc(S(=O)(=O)N3CCCCCC3)cc2)C1 (configuration not stated)
 : 2, 11, -16, -2.8, 6, -3, -1, 5, -30
O=C(CNCc1ccco1)Nc1ccccc1-n1cccc1
 : ·, 7, ·, 1.1, ·, -15, ·, 2, ·
Cc1cc(C)n(-c2nc3ccccc3c3nc(C)nn23)n1
 : -3, -2, -2, -0.6, 3, -4, -1, 12, 8
CCCn1nnc2sc3c(c2c1=O)CCC(C)C3 (configuration not stated)
 : -1, -7, 3, -0.5, 1, 2, -2, 12, 2
CCOC(=O)C1CCCN(C(=O)C2CCN(S(=O)(=O)N3CCC4(CC3)OCCO4)CC2)C1 (configuration not stated)
 : -42, -13, -3, -3.7, -2, 1, -16, 8, -16
CN(C)c1ccc2c(c1)OC(N)=C(C#N)C2c1cccc(F)c1 (configuration not stated)
 : -1, 1, -13, -3.0, 7, -8, 3, 6, 5
CN1CCc2nc(SCC(=O)Nc3ccc(F)cc3)c(C#N)cc2C1
 : 8, -17, -3, -1.1, 4, -3, 10, 17, 37
COc1ccc(S(=O)(=O)N2CCN(C)CC2)c2ccccc12
 : -10, 1, ·, 0.8, 3, -2, 8, -2, 2
COc1ccc(N2CCN(Cc3nc(N)nc(Nc4ccc(C)c(Cl)c4)n3)CC2)cc1
 : 2, -2, 17, 0.6, 1, -3, 24, 16, 4
Cc1cc(C2N=C(N)Nc3nc4ccccc4n32)c(C)n1-c1ccccc1Cl (configuration not stated)
 : 16, 7, 5, -0.9, 11, ·, 13, 9, 9
COc1ccc(C2(CN(C(C)=O)C(C)=O)CCCC2)cc1OC
 : -28, -26, 15, 0.4, 11, 2, 1, -12, 3
COc1ccc(CCNC(=O)c2nnn(CC(=O)Nc3ccccc3)c2N)cc1OC
 : -88, 7, ·, -0.8, -7, 1, 2, 1, 5
CC1CN(S(=O)(=O)c2cccc(C(=O)OCC(=O)Nc3ccc4c(c3)OCO4)c2)CC(C)O1 (configuration not stated)
 : -25, -10, 15, -1.9, -1, 1, 3, 29, -1
CCn1c(Cc2cccs2)nnc1SCC(=O)Nc1ccc(OC)c(OC)c1
 : -47, 1, 9, -2.8, -11, -1, -14, -30, 3
CC1(C)CCCN(C(=O)c2coc(=O)c(Br)c2)C1
 : -32, 13, 9, 0.4, -5, 1, -7, 9, 4
C/C(CCc1oc2ccccc2c1-c1ccc(C)o1)=N/O
 : 13, 6, 8, -2.7, 10, -2, 9, 22, 11
CCC(=O)Nc1ccc(C(=O)n2ccc(C)n2)cc1
 : -13, -2, ·, 0.4, 12, 0, 9, -21, 2
COCCCn1c(SCC(=O)OC2CCCCC2)nnc1-c1ccco1
 : 2, -14, 1, 0.4, 24, 2, -3, -10, 2
COc1cc(C)c(Cl)cc1S(=O)(=O)N(C)C
 : -35, -15, -1, -0.5, -6, -1, -6, -7, -1
COC(=O)c1[nH]c(C)c(/C(O)=C2\C(=O)C(=O)N(CCN(C)C)C2c2cc(OC)ccc2OC)c1C (configuration not stated)
 : -1, -1, -1, 0.6, 4, -4, 3, -8, 5
CCCc1cc(Nc2cccc(OC)c2)n2ncnc2n1
 : 15, 5, -7, 0.2, 5, -4, 13, -4, 3
O=C(CN(Cc1ccccc1)S(=O)(=O)c1ccccc1)NC1CC1
 : -24, 1, ·, 1.2, 6, -2, -2, 10, 11
COc1cc(CNCCO)ccc1OCC(=O)Nc1ccc(Br)cc1
 : -2, 1, -4, -0.4, 7, -2, -5, -4, 5
N#Cc1ccccc1Cn1c(-c2cscn2)nc2ccccc21
 : -6, 15, 3, 0.5, 4, -1, 1, 13, -2

More records.
Below each SMILES: C1s block, Cdc25B block, CatL inh, HTR1A agonist, FXIa mix inh, Hsp90 inh, Cathepsin G inh, DUSP1 inh, FXIIa inh mix
COc1cc(N=Cc2c(O)[nH]c3ccccc23)cc(OC)c1OC
 : -1, -8, -20, 1.0, 3, 1, 1, 8, -2
CC(C)Cn1c(Br)nc2c1c(=O)n(CCC#N)c(=O)n2C
 : 3, -2, -5, -2.2, 5, 0, 0, -9, -1
CCOC(=O)c1sc(N(Cc2ccccc2)C(=O)CN2C(=O)CN(C)C2=O)nc1C
 : 2, -21, 2, -2.2, 5, -1, 10, 37, 12
O=C(O)CSc1c2c(nc3cc(C(=O)N4CCOCC4)ccc13)CCCC2
 : 12, -4, -2, -1.3, 6, -2, 9, 9, -17
c1cc(C(c2nnnn2C2CCCC2)N2CCOCC2)ccn1 (configuration not stated)
 : 20, -12, 8, -0.3, 37, -10, 23, 2, 10
Cc1cc(OCC(=O)NCCN2CCOCC2)cc(C)c1Br
 : 13, -1, -7, -1.6, 5, -3, 6, 13, 8
COc1cccc(NC(=O)c2ccc3c(c2)N(CC(=O)N2CCCCC2)C(=O)C(C)(C)O3)c1
 : -4, -19, 11, 0.1, -2, -3, 9, 28, 9
Cn1c(=O)c2c(nc(NCc3ccc4c(c3)OCO4)n2Cc2ccccc2F)n(C)c1=O
 : -41, -17, 12, 0.9, 5, 1, 4, 1, -2
COc1ccccc1N(C(C)=O)C1SC(=O)N(c2ccccc2)C1=O (configuration not stated)
 : 2, -2, 7, -1.6, 3, -1, 4, -15, -21
CCCCn1c(SCc2c(C)noc2C)nc2cc(S(N)(=O)=O)ccc21
 : 15, -2, 5, -1.1, 5, -4, 12, -1, 1
CCC(C)N(C(=O)COC(=O)c1cn(CC)c2nc(C)ccc2c1=O)C1CCS(=O)(=O)C1 (configuration not stated)
 : -7, 4, -3, 0.2, 4, -1, -6, -5, 3
CCOC(=O)N1CCN(S(=O)(=O)c2ccc(OC)c(Cl)c2)CC1
 : 16, -9, -5, 7.7, 5, -1, 11, 12, 2
O=C1CN(c2nc3ccccc3n3cnnc23)CC(=O)N1CCc1ccccc1
 : -9, -8, 32, 3.2, 3, -3, 0, 2, 16
CC1CCCC(C)N1S(=O)(=O)c1ccc(NC(=O)c2ccccc2C(=O)N2CCOCC2)cc1 (configuration not stated)
 : -107, -1, 4, -0.4, -37, -8, -19, 18, 7
c1ccc(-n2nnnc2-n2cnc3ccccc32)cc1
 : -28, -3, ·, -0.6, 6, -10, 6, -9, -14
CCNc1ccc(C(=O)OCC)cc1NC(=O)c1cccc(S(=O)(=O)N2CCOCC2)c1
 : 16, 3, 10, -2.2, 4, 13, 9, 33, 11
CCOc1ncccc1C(=O)OCC(=O)Nc1cc(C(=O)OC)ccc1C(=O)OC
 : 30, 3, 4, 1.4, 12, ·, 16, 4, 5
c1ccc(-c2nc(N3CCCCCC3)c3ccccc3n2)nc1
 : 1, -2, 1, 6.5, 10, 1, 1, 17, -3

Source: PubChem (several laboratories)
